Assay outcomes from PubChem.
RmlC RmlD mix: mixture blocks RmlC and RmlD coupled enzyme activity; 110,000 tested, 0.39% active; AID 1532; inhibition, % at 5.5 µM; RmlC/RmlD coupled enzyme inhibition, 384-well mixture HTS; in the data active = inhibition above about 30%, passing the limit was not always enough; also: strong numbers were not always called active
RT RNaseH block: blocks HIV-1 RNase H cleavage of RNA/DNA duplex | 65,000 tested, 1.9% active | inhibition, % at 10 µM | RT-RNase H RNA/DNA duplex cleavage, fluorescence; in the data active = inhibition above about 50%
* hit, by the source's call; . = no result given. A portion of the library; the hit share may differ from the screen's.

[1] CC(=O)OC1N=C(c2ccccc2)c2ccccc2NC1=O (stereo not given)
[2] CNc1nc(C)c(C#N)c(-c2ccccc2)c1C(C)=O
[3] Cc1c(NC(=O)CSc2ccc(Cl)cc2)cccc1-c1nc2ncccc2o1
[4] CN(C)c1nc(C(=O)OCCO)nc(N(C)C)n1
[5] COCCCn1c(SCc2cccc(C(F)(F)F)c2)nc2cc(OC)c(OC)cc2c1=N
[6] COc1ccccc1C(=O)N1CC2(C)CC1CC(C)(C)C2 (stereo not given)

assay / compound	1	2	3	4	5	6
RmlC RmlD mix	-5.7	-8.9	6.2	7.5	-3.6	-0.3
RT RNaseH block	1.8	-2.9	.	-26.2	.	.

[7] COc1ccc(Cn2c(CCC(=O)O)nc3cccnc32)cc1
[8] CCc1ccc(-c2cn(-c3nc(C)cc(C)n3)c(=N)o2)cc1
[9] NC(=O)C1=C[C@@H](c2ccc3c(c2)OCO3)C[C@@H](OCCCCO)O1
[10] O=c1[nH]c(C2CCCN(S(=O)(=O)c3ccccc3)C2)nc2c1nnn2Cc1ccccc1 (stereo not given)
[11] CN(Cc1ccccc1)S(=O)(=O)c1ccc(NS(C)(=O)=O)cc1
[12] CC1(C)NC(=O)N(CCOc2cccc(Oc3ccccc3)c2)C1=O

assay / compound	7	8	9	10	11	12
RmlC RmlD mix	3.9	7.4	-5.9	11.7	-11.3	5.3
RT RNaseH block	3.0	7.5	.	-1.5	-14.0	-10.8

[13] Cc1onc(-c2c(F)cccc2Cl)c1C(=O)Nc1c(C)n(C)n(-c2ccccc2)c1=O
[14] Cc1csc(NC(=O)Cc2coc3cc(C)c(C(C)C)cc23)n1
[15] Cn1ncc(C#N)c1/N=C/N1CCCCCC1
[16] N=C1/C(=C\c2ccc(SCc3ccco3)o2)C(=O)N=C2SC=NN12
[17] COc1ccc(NC(=O)CSc2nc3ccccc3c(=O)n2-c2ccc3c(c2)OCO3)c(OC)c1
[18] COc1ccc(N(C(C)C(=O)NC2CCCCCC2)S(C)(=O)=O)cc1 (stereo not given)

assay / compound	13	14	15	16	17	18
RmlC RmlD mix	-13.9	16.3	-12.1	-9.6	-9.3	11.6
RT RNaseH block	-3.5	.	.	.	-6.9	-6.1

[19] CCN(CCNC(=O)C1CCN(Cc2nc(-c3ccc(Cl)cc3)oc2C)CC1)c1ccccc1
[20] CCCCS(=O)(=O)/C=C\C1C2C=CC(C2)C1S(=O)(=O)CCCC (stereo not given)
[21] Cc1nc2ccccc2c(=O)n1/N=C/c1c(O)ccc2oc3c(c12)CCCC3
[22] CC(=O)Nc1ccc(S(=O)(=O)NC(C(=O)O)C2=CCC=CC2)cc1 (stereo not given)
[23] CCOC(=O)COc1ccc(S(=O)(=O)N2CCN(c3ccc(F)cc3)CC2)cc1
[24] O=C(C1CC(c2ccc(F)cc2)=NO1)N1CCCCC1 (stereo not given)

assay / compound	19	20	21	22	23	24
RmlC RmlD mix	1.7	-7.1	.	-6.6	2.2	-4.8
RT RNaseH block	12.5	-6.4	9.4	-3.0	.	-8.2

[25] Cc1ccc(S(=O)(=O)N(C)CCCC(=O)n2nc(C)cc2C)cc1
[26] COC(=O)c1cc(NC(=O)CN(c2ccccc2OC)S(=O)(=O)c2ccccc2)ccc1Cl
[27] CCn1c(CNC(=O)c2ccc3c(c2)OCO3)nnc1SCC(=O)Nc1cc(C)ccc1OC
[28] C=CCNC(=S)NNC(=O)c1ccc(OCCCC)cc1
[29] O=C(COc1ccccc1)NCCSCc1ccco1
[30] O=C(COC(=O)C12CC3CC(CC(C3)C1)C2)Nc1ccc(OC(F)F)cc1

assay / compound	25	26	27	28	29	30
RmlC RmlD mix	-11.0	3.0	-18.9	-11.8	2.2	5.1
RT RNaseH block	0.7	.	0.0	.	-6.2	.

[31] Cc1cc(C)c2cccc(NC(=S)NC(=O)c3ccccc3)c2n1
[32] Cc1cc(NC(=O)COc2cccc3cccnc23)no1
[33] CCC(c1nc2ccccc2c(=O)n1-c1cccnc1)N1C(=O)c2ccccc2C1=O (stereo not given)
[34] O=C(NCC(c1cccnc1)N1CCN(c2ccccc2)CC1)c1ccc2c(c1)OCO2 (stereo not given)
[35] CC1(C)CC(=O)c2cnc(NCc3ccco3)nc2C1
[36] Cn1c(=O)[nH]c(=O)c2c1nc(Br)n2CCOc1ccccc1

assay / compound	31	32	33	34	35	36
RmlC RmlD mix	-0.4	-2.9	-11.6	-10.5	-3.9	11.9
RT RNaseH block	.	9.7	-0.6	-2.1	-19.2	-4.5

[37] c1ccc(Cc2nnc3sc(-c4ccc5c(c4)OCO5)nn23)cc1
[38] Cc1ccc2cc(C#N)c(N3CCCN(S(=O)(=O)c4ccc(F)cc4)CC3)nc2c1
[39] CN(C(=O)CSc1nc(-c2ccccc2)cs1)C1CCS(=O)(=O)C1 (stereo not given)
[40] COc1ccc(N2CCN(C(=S)Nc3cc(C)ccc3C)CC2)cc1
[41] Cc1nc2c3ccccc3[nH]c(=O)n2n1
[42] O=C(Nc1ccc(Br)cc1F)c1ccncc1

assay / compound	37	38	39	40	41	42
RmlC RmlD mix	-11.9	-13.8	-1.6	-11.1	-7.7	-8.4
RT RNaseH block	85.1*	.	.	.	-10.0	-12.6

[43] Cc1ccc(C(=O)N2CCN(C(=O)N3CCOCC3)CC2)cc1
[44] CC(NS(=O)(=O)c1ccccc1)C(=O)NCc1ccco1 (stereo not given)
[45] O=[N+]([O-])c1ccc(Sc2cccc3cccnc23)c([N+](=O)[O-])c1
[46] O=C(NCCc1ccccn1)c1cc(C(=O)C2CCCCC2)c[nH]1
[47] CC(Sc1cccc(C(F)(F)F)c1)C(=O)NC(N)=O (stereo not given)
[48] CCOC(=O)CCCSc1nc2sc(C)c(C)c2c(=O)[nH]1

assay / compound	43	44	45	46	47	48
RmlC RmlD mix	-29.9	6.0	24.4	1.1	-9.9	6.2
RT RNaseH block	.	.	.	.	-9.5	-18.9

Some of the entries so far, tab-delimited:
no.	SMILES	RmlC RmlD mix	RT RNaseH block
37	c1ccc(Cc2nnc3sc(-c4ccc5c(c4)OCO5)nn23)cc1	-11.9	85.1*
38	Cc1ccc2cc(C#N)c(N3CCCN(S(=O)(=O)c4ccc(F)cc4)CC3)nc2c1	-13.8	.
39	CN(C(=O)CSc1nc(-c2ccccc2)cs1)C1CCS(=O)(=O)C1 (stereo not given)	-1.6	.
40	COc1ccc(N2CCN(C(=S)Nc3cc(C)ccc3C)CC2)cc1	-11.1	.

(list continues)
[49] O=C(CSc1nnc(C2CCCCC2)n1-c1ccccc1)NCc1ccco1
[50] CCN(Cc1ccncc1)S(=O)(=O)c1ccc(C(C)=O)cc1
[51] CN(CC(=O)N1CCCc2c1c(=O)oc1ccc(O)cc21)Cc1ccccc1
[52] Cc1noc2ncnc(Oc3ccc(F)cc3)c12
[53] Cc1ccc(N2CC(C(=O)N3CCN(c4ccccc4)CC3)CC2=O)cc1 (stereo not given)
[54] COc1cc2c(cc1NC(=O)c1ccc3c(c1)OCO3)oc1ccccc12

assay / compound	49	50	51	52	53	54
RmlC RmlD mix	-11.9	-7.3	1.8	-12.5	-28.2	-12.4
RT RNaseH block	3.8	45.7	1.0	.	0.7	-10.4

[55] O=C(c1ccco1)N1CCN(C(=O)C2(S(=O)(=O)c3ccc(Cl)cc3)CC2)CC1
[56] COc1ccc(OC)c(NC(=O)c2cc3ccccc3o2)c1
[57] Cc1sc2c(c1C)c(=O)n(-c1ccccc1)c1nncn21
[58] CCCCNC(=O)CSc1nc2ccccc2c(=O)n1CC1COc2ccccc2O1 (stereo not given)
[59] O=C(Nc1nnc(-c2ccccc2Cl)o1)c1cccnc1
[60] N/N=c1\sc2ccccc2n1-c1ccccc1

assay / compound	55	56	57	58	59	60
RmlC RmlD mix	5.1	-9.8	0.0	4.3	2.5	-8.3
RT RNaseH block	-2.6	1.9	0.3	.	-10.0	.

[61] CCN(CC)CCNC(=O)c1ccc2c(c1)ncn2C1CCCCC1
[62] C=CCn1c(N)c(C(=O)N2CCN(C)CC2)sc1=S
[63] O=C(CSc1ncnc2c1cnn2Cc1ccccc1)Nc1ccc2c(c1)OCCO2
[64] O=C(COc1ccc(F)cc1Br)N1CCc2ccccc21
[65] COc1ccc(Cl)cc1C(=O)N1CCN=C1SC
[66] COC(=O)Cc1c(O)ccn(Cc2ccc(F)cc2)c1=O

assay / compound	61	62	63	64	65	66
RmlC RmlD mix	-1.5	-10.3	5.4	12.8	1.7	7.2
RT RNaseH block	-2.5	29.0	1.5	-34.3	-7.4	.

Part of the list above, reformatted.
#61 CCN(CC)CCNC(=O)c1ccc2c(c1)ncn2C1CCCCC1
  RmlC RmlD mix: -1.5 | RT RNaseH block: -2.5
#62 C=CCn1c(N)c(C(=O)N2CCN(C)CC2)sc1=S
  RmlC RmlD mix: -10.3 | RT RNaseH block: 29.0
#63 O=C(CSc1ncnc2c1cnn2Cc1ccccc1)Nc1ccc2c(c1)OCCO2
  RmlC RmlD mix: 5.4 | RT RNaseH block: 1.5
#64 O=C(COc1ccc(F)cc1Br)N1CCc2ccccc21
  RmlC RmlD mix: 12.8 | RT RNaseH block: -34.3

Remaining list, next part.
[67] Cn1cccc1Cc1nnc(SCC(N)=O)n1CCc1ccccc1
[68] C#CCOCCOCCOCCNc1nc(N2CCOCC2)nc(N2CCN(C(=O)[C@H](Cc3ccc(O)cc3)n3cc([C@@H](N)C(C)CC)nn3)CC2)n1 (stereo not given in full)
[69] CCCC(=O)Nc1nc2nc(-c3ccccc3)cc(=O)n2[nH]1
[70] O=S(=O)(NC1CCCCC1)c1ccc(Cl)s1
[71] CCOc1ccc2nc(NC3=NCN(CC4CCCO4)CN3)nc(C)c2c1 (stereo not given)
[72] c1ccc(Cn2nnc3c(N4CCCC4)ncnc32)cc1

assay / compound	67	68	69	70	71	72
RmlC RmlD mix	8.0	-13.5	6.9	10.5	.	-8.7
RT RNaseH block	-13.8	.	.	-32.0	-2.3	-14.5

[73] CC(C)Oc1ccc(C(=O)Nc2ccc(N(C)C)cc2)cc1
[74] CCOc1ccccc1-n1c(O)c(C=NCc2ccc3c(c2)OCO3)c(=O)[nH]c1=O
[75] COc1cc2c(c3oc(-c4ccccc4)cc(=O)c13)C=CC(C)(C)O2
[76] COc1nnc(-c2ccc(N3CCOCC3)c(NC(=O)c3ccc(C)cc3)c2)c2ccccc12
[77] COc1ccc(S(=O)(=O)N2CCC(C(=O)Nc3ccc4c(c3)OCCO4)CC2)cc1OC
[78] CCOC(=O)CN(C(=O)Cn1nnc2ccccc21)C(C(=O)NCCOC)c1ccccc1C (stereo not given)

assay / compound	73	74	75	76	77	78
RmlC RmlD mix	-4.5	5.2	6.6	1.6	-4.7	-10.5
RT RNaseH block	7.3	-9.2	.	.	.	-9.4

[79] Cc1cc(N2CCN(c3nnnn3-c3ccccc3)CC2)n2ncnc2n1
[80] C/C(=C\c1ccccc1)CN1CCC(C(=O)N2CCC(C)CC2)CC1
[81] CC(=O)c1ccc(-n2c(C)ccc2-c2ccccc2)cc1
[82] COc1ccc(NC(=O)c2ccc3c(c2)n(C)c(=O)n3C)cc1
[83] O=C1N=C(N2CCCC2)S/C1=C\c1ccccc1
[84] Cc1ccc(C(C(=O)NC(C)(C)C)N(C(=O)c2csnn2)c2cccc(F)c2)o1 (stereo not given)

assay / compound	79	80	81	82	83	84
RmlC RmlD mix	3.8	-9.0	-7.4	8.3	0.6	4.2
RT RNaseH block	-4.2	.	.	-2.9	.	3.5

[85] COc1ccc([C@@H]2C[C@H](c3ccccc3)Oc3cc(OC)c(OC)c(OC)c32)cc1
[86] COC(=O)CN(c1ccc(C)cc1)S(=O)(=O)c1ccc2c(c1)n(C)c(=O)c(=O)n2C
[87] O=C(CN1CCN(S(=O)(=O)c2ccc(Cl)cc2)CC1)Nc1ccc2c(c1)OCO2
[88] O=C(NC(=O)N1CCN(c2cccc(Cl)c2)CC1)c1ccccc1
[89] COc1ccc(-c2nc3ccccc3n2Cc2ccccc2)cc1
[90] CC1CCN(c2cc(N3CCOCC3)c(F)cc2[N+](=O)[O-])CC1

assay / compound	85	86	87	88	89	90
RmlC RmlD mix	-14.0	11.2	-7.8	4.2	9.2	20.5
RT RNaseH block	.	-25.7	-10.9	-5.0	.	.

[91] COC(=O)Cc1ccc(NC(=S)NCCCO)cc1
[92] CCN=C1SCC(=O)N1c1ccc(OC)cc1
[93] CC(C)CCNC(=O)NC(=O)CSc1nnc2ccccn12
[94] CNC(=O)[C@H](C)[C@@H]1C[C@@]1(C)[C@@H](NC(=O)OCc1ccccc1)c1ccccc1
[95] N#C/C(=C\c1ccc(Cl)cc1Cl)c1n[nH]c(Cn2cncn2)n1
[96] COc1ccnc(NCc2ccc(Cl)cc2)c1C#N

assay / compound	91	92	93	94	95	96
RmlC RmlD mix	0.1	8.6	12.5	-11.2	-7.4	1.2
RT RNaseH block	.	-5.0	-0.9	.	.	.

[97] CCCc1oc(C(=O)O)cc1CN1CCOCC1
[98] C#CCOC(=O)c1ccccc1C(=O)N(CC)CC
[99] COc1ccc(OCC(=O)Nc2ccc3c(c2)nc(CCN2CCOCC2)n3C)cc1
[100] Cc1csc(OCc2ccc(C#N)cc2)n1
[101] CC(C)C(=O)N1CCN(c2ccccc2NC(=O)Cc2ccc(Cl)cc2)CC1
[102] CCOC(=O)c1sc(-c2ccc(F)cc2)cc1N
[103] Cc1cccc(OCCCC(=O)O)c1C
[104] Cc1nnc(Sc2c(-c3ccccc3)c3ccc(Cl)cc3[nH]c2=O)s1

assay / compound	97	98	99	100	101	102	103	104
RmlC RmlD mix	8.5	6.0	5.8	-10.5	1.6	-10.6	-2.7	2.7
RT RNaseH block	.	10.2	5.2	-9.8	0.4	.	-6.5	.
